Screening results from PubChem.
JMJD2A Tudor: blocks the human JMJD2A Tudor domain; AlphaScreen JMJD2A-Tudor / H3K4me3 peptide binding; Potency, µM (top dose mostly 114 µM), for inactives: at the top dose activity change, negative = inhibition, usual class: inhibitors; 390,000 tested, 4.4% active; AID 504339; further: on the % scale 0 is the no-effect control and ±100 the full control effect; nearly all actives have a fitted effect of over 50% in size
Pin1 inhibitor: inhibitors of human Pin1 | Q13526 | Pin1 FP peptide displacement, HiFluor488, 10 min | Potency, µM (series often up to 115 µM), inactives show top-dose activity, negative = inhibition, most hits filed as inhibitors | 390,000 tested, 0.009% active; active means well fitted inhibition curve with a large enough effect in the polarisation, with a control signal flat, not every such curve was filed as active; inconclusive means small, poorly fitted or top-dose-only effect, or effect the other way, or a change in a side signal; inactive means no such curve, though single readings can be large or run the other way; the % refers to the polarisation; further: on the % scale 0 is the no-effect control and ±100 the full control effect
Target sequence (Q13526 whole entry, looked up): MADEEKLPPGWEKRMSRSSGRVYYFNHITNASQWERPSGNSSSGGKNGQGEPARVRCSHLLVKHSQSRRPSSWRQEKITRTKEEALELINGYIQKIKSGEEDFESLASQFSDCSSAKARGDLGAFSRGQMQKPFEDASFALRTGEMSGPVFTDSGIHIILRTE
G9a block: blocks human histone lysine methyltransferase G9a. G9a H3K9 monomethylation, AlphaScreen, 2 h. Potency, µM (doses to about 102 µM), inactives show top-dose activity, negative = inhibition, hits mostly inhibitors. 350,000 tested, 8.8% active. Q96KQ7; further: on the % scale 0 is the no-effect control and ±100 the full control effect; nearly all actives have a fitted effect of over 75% in size
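Chemiluminescent proximity detection of H3K9 monomethylation, read after 10 min bead incubation in the dark. Reaction: 20 nM G9a, 500 nM biotin-H3K9 peptide, 20 uM SAM cofactor, 2 h, room temperature, following 15 min enzyme-compound preincubation.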
HP1b chromo inh: HP1-beta chromodomain-methylated histone interaction inhibition; 390,000 tested, 0.56% active; P83916; Potency, µM (highest dose often 114 µM), without a hit: at the top dose activity change, negative = inhibition, actives largely listed as inhibitors; AID 540317; AlphaScreen HP1-beta / biotin-H3K9me3 peptide binding; further: nearly all actives have a fitted effect of over 70% in size; inactives centre near 23
Target sequence (P83916 whole entry, looked up): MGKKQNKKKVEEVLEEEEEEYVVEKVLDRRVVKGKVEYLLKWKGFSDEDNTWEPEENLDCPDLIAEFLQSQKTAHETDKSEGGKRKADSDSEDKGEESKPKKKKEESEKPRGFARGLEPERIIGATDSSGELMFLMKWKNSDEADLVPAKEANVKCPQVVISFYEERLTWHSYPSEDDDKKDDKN
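AlphaScreen: HP1-beta (50 nM) preformed 30 min with biotin-H3(1-18)K9me3 peptide (50 nM) in PBS pH 7.4, 0.01% Tween-20. Compound added for 30 min at RT, then streptavidin donor/nickel chelate acceptor beads (10 ug/mL) for 30 min.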
GLS inhibitor: glutaminase GLS (human) inhibition | GLS enzymatic activity, qHTS titration | AID 624170 | O94925 | Potency, µM (titrated, usually from 45.5 µM), inactives show at the top dose activity change, negative = inhibition, usual class: inhibitors | 410,000 tested, 0.21% active; further: on the % scale 0 is the no-effect control and ±100 the full control effect
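Enzyme dispensed in phosphate buffer (45 mM, pH 8.2, 0.02% Tween-20), compounds pinned in, then 1 mM L-glutamine solution and the glutamate oxidase–HRP–Amplex Red mix added; fluorescence read immediately and again after 30 min at room temperature.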
Pol iota inh: DNA polymerase iota (human) inhibition; Potency, µM (doses to about 115 µM), for inactives: at the highest dose activity, negative = inhibition, usual class: inhibitors; 390,000 tested, 1% active; Pol iota fluorescent replication assay, 10 min; Q9UNA4
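Pol iota at 10 nM preincubated 15 min with compounds at room temperature; reaction started with fluorescent substrate, 50 nM final. Fluorescence read kinetically at 0 and 10 min; buffer-only wells as negative control.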
BAZ2B inh: BAZ2B (human) inhibition | 360,000 tested, 4.4% active | Potency, µM (titrated, usually from 114 µM), for inactives: at the highest dose activity change, negative = inhibition, most hits filed as inhibitors | AlphaScreen BAZ2B-H3K14Ac peptide displacement | Q9UIF8; further: on the % scale 0 is the no-effect control and ±100 the full control effect; nearly all actives have a fitted effect of over 60% in size
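BAZ2B (50 nM) with biotin-H3(5-23)K14Ac peptide (50 nM) in PBS pH 7.4, 0.01% Tween-20, preformed 30 min, then compound 30 min at room temperature; top concentration 110uM. AlphaScreen streptavidin donor/nickel chelate acceptor beads (10 ug/mL final), 20 min dark, signal read.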
BLM helicase inh: Bloom syndrome helicase (human) inhibition; recombinant BLM DNA unwinding, fluorescence dequenching; Potency, µM (doses to about 56.1 µM), for the others: at the highest dose activity change, negative = inhibition, usual class: inhibitors; 350,000 tested, 0.2% active;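 further: plate controls were vehicle for no effect and no enzyme for full effect; nearly all actives have a fitted effect of over 35% in size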
PGK inhibitor: T. brucei PGK inhibition. PGK/GAPDH coupled, Kinase-Glo luminescence, 60 min. Potency, µM (top dose mostly 57.5 µM), inactives show top-dose activity change, negative = inhibition, actives largely listed as inhibitors. 380,000 tested, 0.043% active. AID 602233; further: on the % scale 0 is the no-effect control and ±100 the full control effect; nearly all actives have a fitted effect of over 60% in size
Target sequence (P07378 whole entry, looked up): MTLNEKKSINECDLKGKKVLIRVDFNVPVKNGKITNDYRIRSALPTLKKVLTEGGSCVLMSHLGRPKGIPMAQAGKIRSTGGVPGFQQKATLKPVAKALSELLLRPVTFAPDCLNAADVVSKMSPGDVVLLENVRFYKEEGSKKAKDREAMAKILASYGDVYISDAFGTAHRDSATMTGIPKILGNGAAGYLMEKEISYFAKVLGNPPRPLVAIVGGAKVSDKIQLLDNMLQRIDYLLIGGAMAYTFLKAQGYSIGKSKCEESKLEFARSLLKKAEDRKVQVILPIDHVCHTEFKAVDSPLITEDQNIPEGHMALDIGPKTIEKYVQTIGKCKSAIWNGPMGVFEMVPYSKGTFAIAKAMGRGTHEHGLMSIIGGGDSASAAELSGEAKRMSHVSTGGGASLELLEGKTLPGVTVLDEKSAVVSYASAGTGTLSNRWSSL
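Recombinant glycosomal PGK reaction used 1,3-bisphosphoglycerate generated in-well by GAPDH (100nM final) in 100mM TEA pH 7.6, 5mM MgCl2, 0.01% Tween-20. After 60 minutes at room temperature, ATP was read by Kinase-Glo Plus luminescence end-point.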
* hit, by the source's call; i = inactive; ? = inconclusive; · = no result given; [ ] = dose if it differs, or a comment. Unless noted, the call rests on the fitted dose curve; in most records, active means well fitted curve in the direction sought with a large enough effect; inconclusive means small, poorly fitted or top-dose-only effect, or another doubt; inactive means no such curve, though single readings can be large; an effect the other way counts as inactive or inconclusive. Potency means the concentration at half of the fitted maximal effect.

JMJD2A Tudor	Pin1 inhibitor	G9a block	HP1b chromo inh	GLS inhibitor	Pol iota inh	BAZ2B inh	BLM helicase inh	PGK inhibitor	canonical_smiles
-29.5%	3.1%	·	18.9%	2.3%	3.4%	·	·	i	CC(=O)N1CCN(c2ccc(Oc3nc(-c4ccccc4)nc4ccccc34)cc2)CC1
-20.4%	-0.8%	·	42.4%[activator]	21.3%	2.9%	-6.5%	-1.1%	-1.7%	CCCN1CCN(C(=O)CCc2nnc3ccc(N4CCN(c5cccc(OC)c5)CC4)nn23)CC1
39.8µM*	-1.9%	10µM*	?	-4.0%	-2.4%	56.2µM*	-11.9%	-7.7%	COc1ccc(CNCCc2ccc(Cl)cc2)cc1OCc1ccccc1
?	3.0%	?	49.0%[activator]	12.2%	13.5%	1.26µM*	3.8%	-5.5%	NNC(=O)c1nc[nH]c1C(=O)Nc1ccccc1
-10.2%	-1.0%	-29.2%	46.9%[activator]	-1.1%	9.0%	-7.3%	5.2%	10.8%	O=C(C[N+]1(CC#Cc2ccccc2)CCOCC1)c1ccccc1
-3.3%	3.5%	0.9%[59 µM]	41.1%[activator]	1.2%	21.5%	0.7%	-4.9%	-2.6%	Cc1ccc(C)c(CN2C(=O)N(c3cc(Cl)ccc3C)S(=O)(=O)c3ccccc32)c1
-26.2%	1.3%	·	3.5%[57 µM]	-12.1%	39.5%[activator]	·	·	i	CN(C)S(=O)(=O)c1cc(NC(=O)COC(=O)c2nc(Cl)ccc2Cl)ccc1Cl
5.6%	8.3%	-3.5%	34.8%	4.5%	26.4%	2.6%	-8.0%	-4.9%	CS(=O)(=O)NN1C(=O)c2ccccc2NC12CCCC2
-17.7%	-3.0%	5.9%[59 µM]	6.8%	-4.6%	16.0%	-2.7%	0.8%	·	Fc1cccc(-n2ncc3c2ncn2nc(-c4ccccc4Cl)nc32)c1
-12.9%	10.9%	·	9.2%	-2.4%	0.0%	-5.1%	-9.7%	-16.5%	O=C(COc1cccc2ccccc12)N1c2ccccc2CCc2ccccc21
-2.7%	-18.7%	12.3%	56.3%[activator]	-0.8%	10.9%	5.0%	-1.2%	2.4%	Cc1cccn2c(=O)c3cc(C(=O)N4COCC4(C)C)sc3nc12
-11.4%	-13.4%	3.6%[59 µM]	54.7%[activator]	3.9%	7.9%	?	2.1%	i	Cc1cc(=O)[nH]c2nnc(SCc3cccc(C(F)(F)F)c3)n12

A different layout for part of the listing above.
structure | JMJD2A Tudor | Pin1 inhibitor | G9a block | HP1b chromo inh | GLS inhibitor | Pol iota inh | BAZ2B inh | BLM helicase inh | PGK inhibitor
Fc1cccc(-n2ncc3c2ncn2nc(-c4ccccc4Cl)nc32)c1 | -17.7% | -3.0% | 5.9%[59 µM] | 6.8% | -4.6% | 16.0% | -2.7% | 0.8% | ·
NNC(=O)c1nc[nH]c1C(=O)Nc1ccccc1 | ? | 3.0% | ? | 49.0%[activator] | 12.2% | 13.5% | 1.26µM* | 3.8% | -5.5%

(listing goes on)
JMJD2A Tudor	Pin1 inhibitor	G9a block	HP1b chromo inh	GLS inhibitor	Pol iota inh	BAZ2B inh	BLM helicase inh	PGK inhibitor	canonical_smiles
?	-1.2%	·	-50.8%	-16.5%	?	·	·	-9.6%	Cc1[nH]n(-c2ccccc2)c(=O)c1C(c1ccc(O)c([N+](=O)[O-])c1)c1c(C)[nH]n(-c2ccccc2)c1=O
-21.7%	-2.5%	2.3%[59 µM]	-4.4%	-1.3%	-21.3%	-2.8%	0.8%	0.0%	CCc1cccc(C)c1NC(=O)c1cc(CN2CCCC2)on1
-6.3%	-4.5%	12.0%	9.1%	4.4%	26.8%	2.5%	-1.1%	4.9%	COc1ccc(N2C(=O)CSC2c2ccccc2)cc1 (stereo unspecified)
-8.3%	0.4%	-31.0%	19.4%	6.3%	9.3%	7.4%	·	-0.4%	COc1ccccc1NC(=O)NC1CC(=O)N(c2ccc3c(c2)OCCO3)C1 (stereo unspecified)
-13.4%	-1.1%	24.6%[59 µM]	20.5%	-0.3%	7.7%	10.1%	2.5%	3.5%	O=c1c2c3c(sc2nc2n1CCCC2)CCCC3
44.7µM*	-3.8%	8.9%[59 µM]	17.2%	19.4%	29.9%	28.2µM*	-3.5%	-1.8%	C=CCn1c(Cc2csc(N)n2)nnc1SCC(=O)OCC
?	3.8%	-6.2%[59 µM]	4.0%	0.5%	-4.9%	9.2%	-10.7%	2.1%	COc1ccc(CN2CCn3ncc(C(=O)Nc4cc(C)cc(C)c4)c3C2=O)cc1
-11.3%	-1.4%	?	-4.7%	2.3%	4.7%	-0.2%	2.3%	i	CN(C)Cc1c(O)ccc2occ(C(O)c3ccccc3)c12 (stereo unspecified)
-20.7%	-1.7%	51.6%[activator]	12.1%	9.0%	8.0%	-6.3%	2.3%	i	COc1ccc(S(=O)(=O)N(C)c2ccc(C(=O)NCc3ccccn3)cc2)cc1OC
-2.2%	-5.0%	11.0%[59 µM]	20.8%[57 µM]	-15.3%	1.4%	24.3%	-10.1%	-6.3%	Cc1cc(S(=O)(=O)NCCc2csc(-c3cccc(F)c3)n2)ccc1F
-13.7%	1.9%	-22.7%	15.1%	-5.6%	28.2%	-33.6%	-1.4%	-2.4%	CC(C)(CNC(=O)Cc1ccc(Cl)cc1Cl)N1CCCCC1
-4.6%	-4.5%	16.4%[59 µM]	26.3%	-7.6%	30.3%[activator]	13.0%	0.9%	i	Cc1nn(Cc2ccccc2)c(Cl)c1C(=O)NC(C)(C)C
-18.6%	2.5%	?	25.9%	16.6%	7.3%	-33.6%	-1.1%	-4.8%	CCOCCOC(=O)C1=C(C)N(C)C(=O)NC1c1cc(Cl)c(O)c(OC)c1 (stereo unspecified)
50.1µM*	-0.9%	10.7%[59 µM]	-14.9%	38.7%[activator]	12.7%	1.9%	-3.1%	-2.2%	CCC(C(=O)Nc1nc(C)cs1)c1ccccc1 (stereo unspecified)
-1.6%	5.4%	-8.4%[59 µM]	34.9%	-1.9%	19.1%	8.4%	·	4.6%	CN1CCN(S(=O)(=O)c2cccc(C(=O)N(C)Cc3cccs3)c2)CC1
-19.9%	0.1%	-4.2%	?	-10.6%	-5.0%	3.1%	-2.9%	1.0%	Cc1sc(NC(=O)c2cccc([N+](=O)[O-])c2)c(C(N)=O)c1-c1ccc(C(C)(C)C)cc1
-10.6%	-0.7%	?	25.9%	1.1%	-5.3%	-3.2%	-4.1%	1.8%	CC(C)(C)n1nc2c(c1NC(=O)CCCc1ccccc1)CS(=O)C2 (stereo unspecified)
-14.6%	-3.8%	·	24.9%	2.4%	23.6%	-28.5%	2.5%	-10.3%	c1ccc2cc(Cn3ccnc3)ccc2c1
0.7%	-2.4%	·	28.2%	1.0%	83.9%[activator]	·	·	-6.4%	O=C(NNC(=O)c1cccc2ccccc12)c1ccc(Br)cc1
-8.8%[11.4 µM]	?	50.1µM*	34.2%	3.7%	-1.5%	-4.6%	-0.9%	11.4%	Cc1ccc(N(Cc2cc(=O)[nH]c3ccccc23)C(=O)C(C)C)cc1
-8.8%	-3.6%	21.1%[59 µM]	32.0%	-0.7%	-9.1%	2.1%	-2.9%	-3.7%	Nc1nonc1C(=O)NC(c1ccccc1)c1ccccc1
?	1.3%	-2.1%[12.7 µM]	-2.2%	-5.2%	22.8%	-33.1%	-4.7%	-7.7%	O=C(C1=C[C@@H](C2CCCCC2)C[C@@H](OCCCCO)O1)N1CCN(Cc2ccc3c(c2)OCO3)CC1
0.7%	-6.4%	19.3%[59 µM]	81.4%[activator]	16.8%	-12.6%	8.4%	-1.3%	5.3%	CCc1cc2c(-c3ccccc3)cc(=O)oc2c2c1OCN(Cc1ccc(F)cc1)C2
0.4%	-6.7%	4.1%[59 µM]	41.8%	1.5%	6.9%	-4.5%	0.9%	0.6%	CCCc1cc(=O)n2[nH]c(Cc3ccccc3)nc2n1
-13.0%	-0.6%	14.3%[12.7 µM]	33.8%	-8.2%	97.0%[activator]	-11.5%	-10.9%	-3.9%	CC12CCC(C(=O)Nc3cc(F)ccc3F)(CC1=O)C2(C)C (stereo unspecified)
21.8%	-1.2%	36.3%	48.8%[activator]	-7.7%	-9.8%	13.5%	1.6%	-6.9%	O=c1cc(Cl)[nH]c(=O)n1Cc1ccc(F)cc1
-18.7%	3.9%	?	27.3%	-21.6%	-4.8%	-15.0%	-8.3%	-7.7%	CCOc1ccc(CC2NCCc3cc(OCC)c(OCC)cc32)cc1OCC (stereo unspecified)
7.6%	-1.9%	2.0%	22.8%	5.9%	22.4%	-5.0%	0.7%	-5.4%	CCn1c2ccccc2c2cc([N+](=O)[O-])ccc21
-13.5%	-2.2%	?	21.0%	-6.1%	92.0%[activator]	-2.6%	-0.7%	-0.7%	CCNC(=O)COC(=O)/C=C/c1c(C)nn(Cc2cccc(OC)c2)c1Cl
?	1.0%	?	8.4%	8.7%	?	?	-5.5%	0.8%	COC(=O)Cc1cc(=O)n(-c2nc3ccccc3s2)[nH]1
2.82µM*	?	·	2.82µM*	?	39.8µM*	·	·	-8.0%	O=C1C=CC(=O)N1c1ccccc1N1C(=O)C=CC1=O
-13.1%	-6.8%	?	-1.0%	-14.3%	98.0%[activator]	?	-4.7%	-3.3%	Cn1cnnc1Sc1ccc(/C=C(\CCC(=O)O)c2nc3ccccc3s2)cc1[N+](=O)[O-]
11.2µM*	?	10µM*	12.6µM*	0.1%	-12.9%	8.91µM*	-14.0%	-8.9%	O=[N+]([O-])c1ccc(N=Nc2c(Cl)cc(O)cc2Cl)cc1
-29.5%	1.6%	·	?	-25.9%	17.2%	·	·	-1.3%	CC(C)(C)c1nnc(NS(=O)(=O)c2ccc(F)cc2)s1
-18.7%	-2.4%	-29.7%[59 µM]	16.8%	8.2%	-17.6%	-20.3%	-3.5%	-10.3%	O=C(c1ccc2c(c1)N(Cc1cccc(Cl)c1)C(=O)c1ccccc1S2)N1CCOCC1

This is a subset (hit frequency here may not be typical).
